# Screening data: PubChem BioAssay, several laboratories
# Yp Topo-I inh: blocks Yersinia pestis topoisomerase I activity; Y. pestis Topo-I cleavage product accumulation, plate reader; activity, % at 10 µM; 0.064% of 360,000 active; in the data active means activity above about 50%, passing the limit was not always enough; inconclusive means no clear call, values can overlap the other calls; further: inactives centre near 2
# BoNT A protease: blocks Botulinum neurotoxin A light chain protease; inhibition, % at 10 µM; multiplex microsphere protease substrate cleavage, flow cytometry; 0.17% of 360,000 active; further: plate controls were buffer without enzyme for full effect and enzyme alone for no effect
# BoNT F protease: BoNT F light chain protease inhibition | Multiplex microsphere protease cleavage assay, flow cytometry | inhibition, % at 10 µM | 0.22% of 360,000 active; in the data active means inhibition above about 35%, passing the limit was not always enough; inconclusive means no clear call, values can overlap the other calls; further: plate controls were buffer without enzyme for full effect and enzyme alone for no effect
# TcdB GH inh: blocks C. difficile toxin B glycohydrolase activity; TcdB glycohydrolase enzymatic assay, plate reader; inhibition, % at 9.99 µM; 0.24% of 350,000 active; AID 652162; in the data active means inhibition above about 10%
# PrPC TRFRET: cell surface PrPC inhibition, primary TR-FRET screen | inhibition, % at 13.8 µM | TR-FRET read-out | AID 720596 | 0.43% of 370,000 active | P04156; in the data active means inhibition above about 24%; further: 0% = median of the test wells and 100% = reference compound wells
# CCHF vOTU inh: CCHFV vOTU protease inhibition. 0.55% of 370,000 active. Pep-AMC fluorescence. inhibition, % at 11.5 µM; in the data active means inhibition above about 30%; further: 0% = vehicle wells with enzyme and 100% = no enzyme wells
# Anthrax LF inh2: blocks Bacillus anthracis lethal factor protease. multiplex microsphere protease cleavage assay, LF. inhibition, % at 10 µM. 0.12% of 360,000 active; further: plate controls were buffer without enzyme for full effect and enzyme alone for no effect
# Target sequence (P15917 whole entry, looked up): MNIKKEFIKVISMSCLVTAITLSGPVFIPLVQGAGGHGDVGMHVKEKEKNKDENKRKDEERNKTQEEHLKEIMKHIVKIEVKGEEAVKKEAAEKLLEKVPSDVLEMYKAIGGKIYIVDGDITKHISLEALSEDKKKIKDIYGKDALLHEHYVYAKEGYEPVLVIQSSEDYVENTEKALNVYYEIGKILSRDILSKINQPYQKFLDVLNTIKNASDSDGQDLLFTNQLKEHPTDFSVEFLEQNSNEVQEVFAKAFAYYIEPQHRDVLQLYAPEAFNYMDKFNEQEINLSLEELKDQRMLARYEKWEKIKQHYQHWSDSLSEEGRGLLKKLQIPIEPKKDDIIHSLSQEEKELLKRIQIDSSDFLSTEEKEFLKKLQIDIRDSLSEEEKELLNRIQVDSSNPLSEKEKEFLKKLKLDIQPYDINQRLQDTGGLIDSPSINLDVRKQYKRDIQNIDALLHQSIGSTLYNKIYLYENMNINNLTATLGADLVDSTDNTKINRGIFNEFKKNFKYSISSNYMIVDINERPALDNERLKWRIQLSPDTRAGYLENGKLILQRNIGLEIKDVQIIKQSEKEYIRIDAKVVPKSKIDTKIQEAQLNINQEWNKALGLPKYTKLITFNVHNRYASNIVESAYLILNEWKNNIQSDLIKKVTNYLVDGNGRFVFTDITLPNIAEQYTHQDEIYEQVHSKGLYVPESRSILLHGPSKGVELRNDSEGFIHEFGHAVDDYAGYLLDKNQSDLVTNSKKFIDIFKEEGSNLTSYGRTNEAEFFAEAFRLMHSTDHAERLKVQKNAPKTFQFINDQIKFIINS
# FadD28 binding: blocks FadD28 binding to the bisubstrate probe. fluorescence polarization. 0.22% of 360,000 active. AID 588549. inhibition, % at 12.5 µM; in the data active means inhibition above about 8.5%, passing the limit was not always enough; inconclusive means no clear call, values can overlap the other calls
# PfHsp40 yeast: restores yeast growth despite PfHsp40 toxicity. S. cerevisiae expressing PfHsp40, growth rescue, ATP luminescence. 0.68% of 340,000 active. AID 504582. growth rescue, % at 12.5 µM; in the data active means growth rescue above about 28%, passing the limit was not always enough; inconclusive means no clear call, values can overlap the other calls;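 further: yeast W303a lacking pdr1 and pdr3 grown in galactose medium; growth measured after three days at 30 °C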
# * hit, by the source's call; u = inconclusive; x = no result given; & = joins results of further samples. Unless noted, no stated cut-off is given here; in the data, active means inhibition above about 30%; inconclusive means no clear call, values can overlap the other calls; inactive means below that.
SMILES,Yp Topo-I inh,BoNT A protease,BoNT F protease,TcdB GH inh,PrPC TRFRET,CCHF vOTU inh,Anthrax LF inh2,FadD28 binding,PfHsp40 yeast
Cc1ccc(CN(c2ccc(C(=O)NCc3cccnc3)cc2)S(C)(=O)=O)cc1,-4,-0.9,-5,x,3,5,-4,-2.7,0.5
CC(=O)Cn1ncc(N2CCOCC2)c(Br)c1=O,-3,-1.4,-5,1.5,7,-5,-2,-2.5,1.0
O=C(C/C=N\O)Nc1ccc(Oc2ccccc2)cc1,16,-0.2,-13,1.6,4,9,-2,-3.0,46*
CC(C)c1nc(C(N)=O)c2[nH]c(=O)n(-c3ccc(F)cc3)c2n1,6,-1.3,-3,1.4,6,-15,-9,-2.1,-0.5
CS(=O)(=O)N(CC(=O)NCc1ccncc1)Cc1ccc(Cl)cc1,0,0.2,0,x,10,13,6,-0.5,-1.6
O=C(CN1C(=O)NC2(CCCC2)C1=O)Nc1cc(S(=O)(=O)N2CCOCC2)ccc1OCC(F)(F)F,2,-3.1,-10,2.6,7,6,0,-2.1,0.6
COCCOc1ccc(C(F)(F)F)cc1NC(=O)c1ccc(C)cc1,8,0.8,-6,x,-1,26,1,-0.5,1.2
COC(=O)c1cc(S(=O)(=O)N2CCCCC2)ccc1N1CCOCC1,-1,-1.8,-8,-0.1,-1,4,-6,-3.0,-0.9
CCc1nnc(NC(=O)CCS(=O)(=O)c2ccccc2)s1,-3,-1.3,-7,-0.1,4,-17,-3,1.0,1.1
CCOC(=O)c1sc(NC(=O)c2ccccc2OCC)nc1C,3,-0.7,1,0.5,4,5,-2,-1.9,1.0
CCOC(=O)N1CCN(CC(=O)Nc2nccs2)CC1,0,-1.6,-6,0.2,2,3,-1,-3.7,x
O=[N+]([O-])c1ccccc1N/N=C1\CC2CC=CC12 (stereo not given),11,-1.7,-7,1.1,5,1,-1,-1.3,2.2
CC(C)(C#N)Cc1cc(CC(C)(C)C#N)cc(C(C)(C)C)c1,3,-0.1,-4,0.7,-5,0,-5,-2.0,0.1
CCCCC(=O)c1ccc(OC(=O)c2ccc([N+](=O)[O-])cc2)cc1,1,0.0,2,1.7,-5,-18,-4,-1.1,0.2
O=C(Nc1ccc(OC(F)(F)F)cc1)c1ccc2nc[nH]c2c1,-2,-2.5,-4,3.5,0,6,6,-5.6,-0.6
CCCc1cc(=O)[nH]c(SCC(=O)N(CC)Cc2ccccc2)n1,4,0.4,12,x,-6,-1,-2,-4.8,1.1
COc1ccc(NC(=O)c2sc(Cl)nc2-c2ccccc2)cc1,3,0.1,-3,1.4,-7,6,0,-4.0,3.3
O=C1N=C(N2CCN(c3ccccc3)CC2)S/C1=C/c1ccco1,28,0.6,1,-1.0,-3,8,3,-1.0,0.1
CCCCOc1ccc(CN2CCCCC2)cc1,-5,-1.1,-8,1.6,2,-10,-2,0.2,-1.8
Cc1ccc(S(=O)(=O)Nc2nc3ccccc3nc2N2CCN(c3ccccc3F)CC2)cc1,1,-0.1,u,x,1,14,-2,-0.8,-0.2
CNC(=S)N/N=C/c1cn(Cc2c(F)cccc2Cl)c2ccccc12,3,-0.2,-4,x,11,5,-3,-1.9,1.3
N#Cc1c(NC(=O)CCCC(=O)O)sc2c1CCCCC2,-2,-0.7,1,x,-5,5,0,-4.2,-0.9
CC[C@@H](C)[C@H](NC(=O)Cc1c(C)c2cc3c(C)c(C)oc3c(C)c2oc1=O)C(=O)O,-2,-0.9,u,1.4,1,13,9,x,0.6
COc1ccc(NC(=O)N2CCCCC2c2cccnc2)cc1 (stereo not given),5,-0.2,7,0.9,-1,5,0,-2.3,1.2
Cc1cccc(S(=O)(=O)N2CN(Cc3ccco3)c3nc4ccccc4nc32)c1,3,-0.5,-4,x,8,-6,-2,1.3,0.4
CCOC(=O)N1CCC(Nc2c(-c3ccc(C)c(C)c3)c(=O)c2=O)CC1,1,-0.4,-5,x,-10,7,-6,-3.1,-0.6
COC(=O)Cc1ccc(N(Cc2ccccc2F)S(=O)(=O)c2ccc(C)cc2)cc1,-6,-0.4,-7,0.8,5,8,0,-1.1,0.1
CC(C)N1C(=O)CCC1C(=O)N1CCCc2ccccc21 (stereo not given),13,2.1,1,x,-4,8,-4,1.1,0.0
COc1ccc(CC(=O)NCc2nnc(SCc3ccc([N+](=O)[O-])cc3)n2C)cc1,12,0.3,-3,1.1,-24,8,3,-0.1,-1.1
O=C(CSc1n[nH]c(=O)n1C1CC1)Nc1ccc(F)c([N+](=O)[O-])c1,-9,4.3,-4,-3.0,-16,8,-2,-2.5,x
CC1CCCCC1NC(=O)COC(=O)/C=C/c1ccco1 (stereo not given),4,0.1,7,0.6,-6,-2,-10,-1.5,-0.4
CCOC(=O)C1=C(C)C(c2ccc(OC)cc2OC)NC(=O)N1 (stereo not given),-1,0.8,-3,x,4,-10,4,-3.1,0.0
Cc1cc(CCN2CCC(=O)NC2=S)ccc1OC(C)C,10,0.0,0,x,0,8,1,-2.4,-0.6
COc1ccccc1CNn1c(-c2cccc(C)c2)nc2ccccc2c1=O,3,-0.2,-4,1.3,1,0,-5,-1.2,42*
Cc1ccn2c(Cc3ccccc3)c(-c3ccc(Br)cc3)nc2c1,u,0.2,-3,1.4,2,-2,-8,-0.5,x
CCOc1ccc(OCC)c(NC(=O)c2ccc(CNc3c(N4CCCC4)c(=O)c3=O)cc2)c1,14,0.4,-1,-0.5,-4,3,-12,-3.8,1.6
Cc1ccc(S(=O)(=O)/C(C#N)=C/c2c(N3CCN(C)CC3)nc3ccccn3c2=O)cc1,2,-0.3,-12,x,-4,1,-7,-3.9,-1.1
COC(=O)[C@H](Cc1c[nH]c2ccccc12)NC(=O)NCc1ccccc1,-5,-0.1,-10,0.3,5,-6,0,-1.3,1.8
CCCc1cc(=O)[nH]c2nnc(SCC(=O)Nc3nnc(CC)s3)n12,-1,11,21,-0.8,5,2,3,0.2,-2.0
Cc1ccccc1-c1nc2cc(N)ccc2o1,1,-0.7,-11,1.1,1,-10,-9,-1.8,0.9
COc1cc(C(=O)Oc2cc(C)cc(C)c2)cc(OC)c1OC,19,-1.1,-22,x,1,1,-7,-5.9,1.2
Cc1scc(C(=O)N/N=C/c2ccsc2)c1C,11,1.6,13,1.5,-4,-9,0,0.1,-1.0
Nc1nnn(CC(=O)N/N=C/c2cccc3ccccc23)n1,4,-1.0,-6,x,-9,-10,1,-0.2,-0.6
C=CC[n+]1c(-c2ccc(C)cc2)csc1NNC(=O)Nc1ccccc1,27,1.2,6,x,6,-6,-1,0.0,7.3
CNC(=O)C(=O)NCC1OCCN1S(=O)(=O)c1ccc(C)cc1 (stereo not given),-6,1.3,7,-2.2,1,-16,3,-3.0,-0.9
COc1ccc(C2=Nc3ccccc3NC(=O)C2N(C(=O)c2cc3ccccc3[nH]2)c2ccccc2)cc1 (stereo not given),x,1.3,-8,-4.3,7,27,-3,-1.1,x
Cc1nc(CC(=O)O)c(-c2ccccc2)s1,9,0.9,-8,x,1,-2,-1,-4.4,1.3
COCCNC(=O)C1(C)CCCN(Cc2ccc(Cl)nc2)C1 (stereo not given),5,-0.2,1,x,x,x,-2,-3.9,x
CC1Cc2cc(-c3csc(N)n3)ccc2O1 (stereo not given),-2,-4.0,u,2.8,-2,4,5,-2.6,0.1
CC12CCC(C(=O)N(CC(O)CN3CCN(Cc4ccccc4)CC3)C1=O)C2(C)C (stereo not given),-4,-0.2,-9,1.1,-2,-13,-1,-0.9,x
O=[N+]([O-])c1cccc(-c2nnc(-c3ccccc3)o2)c1,3,0.2,-10,0.6,-8,4,0,-0.5,-0.7
Cc1ccccc1CN1CCNC(=O)C1CC(=O)NC1CCCCCCC1 (stereo not given),-6,-3.3,-9,1.5,-3,18,-6,-1.5,0.4
CC(=O)c1c(C)[nH]c(C(=O)OCc2ccccc2F)c1C,-2,-1.0,-8,0.8,20,9,-2,-2.4,0.8
CC(C)c1ccc(Oc2cccc(C(=O)/C(C#N)=C/N(C)C)c2)cc1,10,-0.6,3,x,5,18,-2,-3.1,-0.6
COc1ccc(C2c3ccc4ccccc4c3Oc3ncn4nc(Cc5ccccc5)nc4c32)cc1OC (stereo not given),-3,-0.2,0,x,-2,-3,0,0.7,-0.4
Cc1ccc(C2C3=C(NCCN=C3c3ccccc3)C(=O)N2c2ccccc2)cc1 (stereo not given),18,0.8,-2,x,-19,-11,-2,-1.4,0.5
CCCCC[n+]1ccn(-c2nc3ccccc3nc2[N-]S(=O)(=O)c2ccc(C)cc2)c1,2,8.5,-9,x,5,4,0,-2.6,-0.5
CN(CC(=O)Nc1ccc(F)cc1)C(=O)CNC(=O)C1CCCCC1,11,-1.0,-8,0.9,2,22,-1,-0.1,0.9
NC(=O)CC(NC(=O)c1ccccc1)c1ccc(NCCc2cccc(F)c2)c([N+](=O)[O-])c1 (stereo not given),20,-0.1,-6,0.9,-21,-3,0,-1.2,-0.5
Cc1ccc(C(=O)C(C)OC(=O)CCS(=O)(=O)c2ccc(C)cc2)cc1 (stereo not given),23,-0.4,-7,0.6,5,11,-12,-2.7,0.9
# New compounds follow.
SMILES,Yp Topo-I inh,BoNT A protease,BoNT F protease,TcdB GH inh,PrPC TRFRET,CCHF vOTU inh,Anthrax LF inh2,FadD28 binding,PfHsp40 yeast
C[C@H](CO)N1C[C@H](C)[C@@H](CN(C)C(=O)NC2CCCCC2)Oc2ccc(NC(=O)C3CCCCC3)cc2C1=O,11,0.3,-2,-11&0.8,-7,-4,-7,-1.2,-0.9
CCOC(=O)Cn1c(=O)oc2cc(S(=O)(=O)N(C)c3ccc(OC)cc3)ccc21,4,-7.1,-30,1.2,0,-6,-9,-2.1,0.1
CC1(C)Cc2c(sc(/N=C/N3CCOCC3)c2C#N)C(C)(C)N1,1,0.0,-2,x,2,2,1,-0.2,-1.7
Cc1[nH]nc2c1C(c1cccs1)C1=C(CC(C)(C)CC1=O)N2 (stereo not given),-1,-0.5,1,1.8,6,-14,-2,0.1,-0.9
CCCN1CNC(=S)N(c2ccccc2OCC)C1,1,2.4,17,x,6,-5,1,1.2,0.1
O=C(Cc1ccc(NS(=O)(=O)c2ccc(F)cc2)cc1)NCc1cccnc1,-1,0.1,2,-0.6,6,2,1,-0.3,0.0
O=C(N/N=C\c1ccncc1)c1ccc(Br)s1,-3,1.9,4,-0.1,-4,7,6,-0.6,0.4
CCOC(=O)C1CCN(C(=O)Nc2ccccc2Cl)CC1,10,-1.3,-9,x,3,11,7,1.8,-0.4
CCOC(=O)N1CCN(C(=O)c2cnc3n(c2=O)CCS3)CC1,-2,-0.5,-14,x,0,1,-2,-2.6,-1.0
Cc1ccc(-c2nc(CN(C)C)cc(CN(C)C)c2O)cc1,-7,-2.0,-33,x,-5,-71,-1,-0.9,0.2
O=C(COC(=O)c1n[nH]c(=O)c2ccccc12)Nc1ccccc1,-2,3.5,9,0.7,-2,1,-5,-4.5,-1.0
CC(C)Nc1ccc(C(CC(N)=O)NC(=O)c2ccc(Br)cc2)cc1[N+](=O)[O-] (stereo not given),14,0.0,5,-7.2,-1,17,-7,-1.2,0.1
O=C(O)c1ccc(CSc2nc3ccc(NC(=O)c4ccccc4C(=O)O)cc3s2)cc1,-5,-0.2,2,-2.2,-6,4,4,3.3,0.2

# Pulled one by one from the entries so far (5):
SMILES,Yp Topo-I inh,BoNT A protease,BoNT F protease,TcdB GH inh,PrPC TRFRET,CCHF vOTU inh,Anthrax LF inh2,FadD28 binding,PfHsp40 yeast
O=C(O)c1ccc(CSc2nc3ccc(NC(=O)c4ccccc4C(=O)O)cc3s2)cc1,-5,-0.2,2,-2.2,-6,4,4,3.3,0.2
CC(C)Nc1ccc(C(CC(N)=O)NC(=O)c2ccc(Br)cc2)cc1[N+](=O)[O-] (stereo not given),14,0.0,5,-7.2,-1,17,-7,-1.2,0.1
CCCN1CNC(=S)N(c2ccccc2OCC)C1,1,2.4,17,x,6,-5,1,1.2,0.1
O=C(COC(=O)c1n[nH]c(=O)c2ccccc12)Nc1ccccc1,-2,3.5,9,0.7,-2,1,-5,-4.5,-1.0
O=C(N/N=C\c1ccncc1)c1ccc(Br)s1,-3,1.9,4,-0.1,-4,7,6,-0.6,0.4
